High-throughput results as filed in PubChem BioAssay.
RECQ1 helicase: blocks DNA unwinding by human RECQ1 | Potency, µM (highest dose often 57.3 µM), for the others: at the top dose activity, negative = inhibition, most hits filed as inhibitors | RECQ1 DNA unwinding, red fluorescence kinetic read | P46063 | 0.54% of 240,000 active;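 also: plate controls were vehicle for no effect and no enzyme for full effect; nearly all actives have a fitted effect of over 30% in size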
Target sequence (P46063 whole entry, looked up): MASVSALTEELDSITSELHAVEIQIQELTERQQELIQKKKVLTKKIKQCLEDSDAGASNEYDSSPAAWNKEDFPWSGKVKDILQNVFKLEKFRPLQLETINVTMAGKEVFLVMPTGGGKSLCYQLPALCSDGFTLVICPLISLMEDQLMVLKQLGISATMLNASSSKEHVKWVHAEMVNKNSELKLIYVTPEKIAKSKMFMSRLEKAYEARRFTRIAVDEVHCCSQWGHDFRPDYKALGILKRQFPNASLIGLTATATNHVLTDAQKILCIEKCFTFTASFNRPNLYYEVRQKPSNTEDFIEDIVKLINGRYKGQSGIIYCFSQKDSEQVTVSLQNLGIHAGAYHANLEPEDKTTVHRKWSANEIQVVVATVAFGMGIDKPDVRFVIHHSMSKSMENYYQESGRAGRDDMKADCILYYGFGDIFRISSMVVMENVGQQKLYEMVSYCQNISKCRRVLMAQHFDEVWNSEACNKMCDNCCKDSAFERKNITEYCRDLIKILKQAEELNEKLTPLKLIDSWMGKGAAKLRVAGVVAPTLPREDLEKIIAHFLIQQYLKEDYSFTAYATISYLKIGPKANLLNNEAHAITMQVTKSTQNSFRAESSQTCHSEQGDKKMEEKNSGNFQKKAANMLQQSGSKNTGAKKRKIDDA
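50 nM RECQ1T1 preincubated 15 min with compound in Tris pH 8.0 buffer with MgCl2, DTT, Tween-20 and 2.5 ug/ml poly(dI-dC); started with 200 nM TAMRA/BHQ-2 forked duplex and 2 mM ATP. Unwinding read as fluorescence (525/598 nm), two reads 2 h apart.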
Tau ThT inhib: tau fibrillization inhibition (ThT binding) | recombinant tau K18 P301L (four-repeat tau fragment), heparin-induced fibrillization, ThT fluorescence | 2.1% of 270,000 active | P10636 | Potency, µM (series often up to 57.4 µM), inactives show at the top dose activity, negative = inhibition, usual class: inhibitors; also: nearly all actives have a fitted effect of over 55% in size
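Heparin-induced fibrillization of the P301L-mutant K18 repeat-domain fragment of human tau was followed by ThT binding in quantitative high-throughput format.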
GoLoco inh red: inhibitors of human Gai1-RGS12 GoLoco interaction (red fluorophore); P63096; Gai1:RGS12 GoLoco peptide FP, rhodamine, 10 min; Potency, µM (doses to about 61.6 µM), for inactives: at the top dose activity, negative = inhibition, usual class: inhibitors; 0.44% of 230,000 active; AID 880; active = well fitted inhibition curve with a large enough effect, not every such curve was filed as active; inactive = no such curve, though single readings can be large or run the other way; also: nearly all actives have a fitted effect of over 30% in size; many of its hits are not listed in these tables
Target sequence (P63096 whole entry, looked up): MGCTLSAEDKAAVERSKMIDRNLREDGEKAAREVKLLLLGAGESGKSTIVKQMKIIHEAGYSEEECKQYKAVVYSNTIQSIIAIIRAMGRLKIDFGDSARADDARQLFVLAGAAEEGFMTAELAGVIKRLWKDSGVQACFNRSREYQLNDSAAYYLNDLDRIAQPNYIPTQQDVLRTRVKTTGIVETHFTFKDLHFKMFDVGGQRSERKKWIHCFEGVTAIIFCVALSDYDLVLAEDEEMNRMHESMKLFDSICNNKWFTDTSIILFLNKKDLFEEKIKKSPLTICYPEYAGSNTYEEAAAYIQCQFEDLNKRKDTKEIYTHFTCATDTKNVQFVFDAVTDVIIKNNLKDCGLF
TexasRed fluor: counter-screen for TRb-SRC2 inhibitors: fluorescence interference; TRb/SRC2 Texas Red total fluorescence interference; AID 1479; Potency, µM (highest dose often 106 µM), without a hit: at the highest dose fluorescence change, negative = quenching; 0.29% of 280,000 active; active = well fitted curve in either direction with a large enough effect; inconclusive = small, poorly fitted or top-dose-only effect
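Human TRβ ligand-binding domain (0.6 uM) and Texas Red SRC2 peptide (20 nM) in Tris buffer with 1 uM T3 and 5% DMSO were incubated with pinned compound for 5 hr at ambient temperature. Total fluorescence was computed as S + 2P (555/632 nm).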
Tau FP inhib: blocks human tau fibril formation measured by polarization | P10636 | K18 P301L tau heparin fibrillization, Alexa594 FP, 6 h | Potency, µM (titrated, usually from 57.7 µM), inactives show at the top dose activity, negative = inhibition, usual class: inhibitors | 0.39% of 280,000 active | AID 1468; also: nearly all actives have a fitted effect of over 55% in size
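K18 P301L tau (15 uM unlabeled/0.24 uM Alexa 594-labeled, final) + compound + heparin 20 uM final; 100 mM NaOAc pH 7; 6 hr 37 C; ThT 30 uM final added, 1 hr RT; FP ex 555/em 632 nm.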
JMJD2E inh: inhibitors of human JMJD2E histone demethylase. 1.6% of 230,000 active. B2RXH2. JMJD2E catalytic domain, FDH-coupled NADH fluorescence (FDH is formaldehyde dehydrogenase). Potency, µM (titrated, usually from 57.1 µM), inactives show top-dose activity change, negative = inhibition, actives largely listed as inhibitors; active = well fitted inhibition curve with a large enough effect, not every such curve was filed as active; inconclusive = small, poorly fitted or top-dose-only effect, or another doubt; inactive = no such curve, though single readings can be large or run the other way;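 also: 0% = wells with enzyme and -100% = buffer wells without enzyme; nearly all actives have a fitted effect of over 50% in size; many of its hits are not listed in these tables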
L3MBTL1 block: blocks human L3MBTL1. Potency, µM (titrated, usually from 57.1 µM), without a hit: at the top dose activity, negative = inhibition, actives largely listed as inhibitors. Q9Y468. 0.66% of 230,000 active. AlphaScreen L3MBTL1–H3K9me1 peptide binding; also: nearly all actives have a fitted effect of over 60% in size
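First, the protein-peptide complex forms for 30 min at room temperature (L3MBTL1 50 nM, biotinylated H3K9me1 peptide 75 nM). Next, compounds are pin-transferred and incubated 30 min. Finally, AlphaScreen beads are added and read after 30 min.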
TRb-SRC2 inh: inhibitors of human thyroid hormone receptor beta-SRC2 interaction; P10828; TRbeta-SRC2 peptide binding, fluorescence polarization; receptor liganded with 1 µM T3; Potency, µM (highest dose often 106 µM), for inactives: at the top dose activity change, negative = inhibition, hits mostly inhibitors; 0.065% of 280,000 active; AID 1469;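 also: plate controls were bound peptide for no effect and peptide without receptor for full effect; nearly all actives have a fitted effect of over 50% in size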
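Compounds were added to 0.6 uM TRb ligand-binding domain and 20 nM Texas Red-labeled SRC2 peptide in Tris buffer containing 1 uM T3, incubated 5 hr at ambient temperature, then read by fluorescence polarization.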
The depositor's hits bear a star; i = inactive; ? = inconclusive; . = not tested or not shown; [ ] = another dose, or the depositor's remark. Unless noted, calls follow the shape of the dose curve; as a rule, active = well fitted curve in the direction sought with a large enough effect; inconclusive = small, poorly fitted or top-dose-only effect, or another doubt; inactive = no such curve, though single readings can be large; an effect the other way counts as inactive or inconclusive. Unless noted, % is scaled to controls: 0 for no effect and ±100 for the full control effect; potency is read from the fitted curve at half-maximal effect.

SMILES	RECQ1 helicase	Tau ThT inhib	GoLoco inh red	TexasRed fluor	Tau FP inhib	JMJD2E inh	L3MBTL1 block	TRb-SRC2 inh
CCOC(=O)Nc1cc(OC)c(OC)cc1Cc1nccc2cc(OC)c(OC)cc12	-15%	0%	-3%	1%	0%	-4%	.	1%
Cc1cccc(-n2c3c(cc(-c4nc(-c5ccc(Cl)cc5)cs4)c2=O)C(=O)CC(C)(C)C3)c1	.	3%	.	-12%	-11%	.	.	-1%
O=C(c1ccccc1-c1nc(-c2ccccc2)no1)N1CCOCC1	i	0%	5%	2%	0%	2%	5%	4%
CC(=O)c1ccc(S(=O)(=O)Nc2cccc(-c3ccc(N4CCCC4)nn3)c2)cc1	.	-8%	.	-6%	5%	.	.	0%
CCOc1ccc(C(C)=O)cc1CN1C(=O)NC(C)(C2CC2)C1=O (stereo unspecified)	-12%	0%	4%	-1%	-7%	7%	7%	-2%
CCC(O)(CCN1CCCCC1)c1ccccc1 (stereo unspecified)	-15%	-2%	-1%	-4%	8%	0%	1%	0%
CN1CCN(CCCNC(=O)c2ccc(Cn3c(=S)[nH]c4ccc(Br)cc4c3=O)cc2)CC1	13%	?	1%	-1%	10%	6%	-14%	-2%
COc1cccc2oc(SC)cc(=O)c12	-5%[126 µM]	?	10%[136 µM]	-2%[201 µM]	5%[126 µM]	.	.	11%[201 µM]
CCC(Sc1ccc(Cl)cc1)C(=O)Nc1nnc(-c2cccc([N+](=O)[O-])c2)s1 (stereo unspecified)	-3%	-4%	5%	1%	0%	12%	-4%	4%
COc1cc(NC(=O)c2ccc(COCC(F)(F)F)cc2)cc(OC)c1OC	-8%	-17%	4%	-5%	1%	2%	0%	-1%
CNC(=O)c1ccsc1NC(=O)c1ccccc1	-1%	1%	-4%	-3%	-3%	8%	.	3%
O=C(Nc1ccccc1)c1cccc(S(=O)(=O)Oc2ccc([N+](=O)[O-])cc2)c1	-3%	-13%	7%	-3%	-19%	0%	-16%	2%
CC(C)(C)NC(=O)COC(=O)Cc1ccc(Cl)cc1	i	-9%	-13%	3%	?	6%	.	-7%
Cc1cccc(-c2n[nH]c(S(C)(=O)=O)c2C#N)c1	-4%	1%	-10%	-5%	-7%	-1%	4%	5%
COc1ccc(C2NC(=O)N(C)C3=C2C(=O)N(c2ccc(C(=O)O)cc2)C3)cc1 (stereo unspecified)	.	2%	.	-19%	-12%	.	.	1%
CCc1ccc(C(=O)c2cn(CC(=O)NCc3ccc(C)cc3)c3nc(C)ccc3c2=O)cc1	.	1%	.	1%	-5%	.	.	-3%
C=CC1=C(C(=O)O)N2C(=O)C(NC(=O)Cc3ccccc3)C2SC1 (stereo unspecified)	-10%	?	3%	2%	?	-12%	.	-7%
Cc1ccc(C)c(NC(=O)c2c(Cl)nc3ccccn23)c1	-10%	-10%	9%	1%	-5%	-24%	10%	2%
COc1ccccc1NC(=O)c1sc2nc(Cc3ccccc3)cc(C(F)(F)F)c2c1N	-5%	-19%	5%	1%	?	11%	.	-6%
CCCc1n(CC)c2ccccc2[n+]1CC(O)COC1CCCCC1 (stereo unspecified)	-14%	-3%	-29%	0%	-5%	-12%	.	4%
Cc1cc(C(=O)NCCc2ccc(Cl)cc2)c2c(C)nn(-c3cccc(F)c3)c2n1	.	1%	.	7%	-18%	.	.	6%
O=C(CN1CCCCC1)NCCNC(=O)CN1CCCCC1	i	-5%	6%	-2%	-2%	-3%	2%	-1%
Cc1ccc(C)c(NC(=S)NNC(=S)Nc2ccc(C(C)C)cc2)c1	i	-8%	-10%	1%	1%	-5%	-12%[2.29 µM]	4%
COc1ccc(C)cc1-n1nnnc1SCC(=O)N1CCC(C(=O)Nc2nccs2)CC1	-11%	9%	-1%	1%	-1%	4%	-25%	9%
CCOC(=O)N1CCC(NC(=O)c2cc(S(=O)(=O)N3CCCC3)cn2C)CC1	-4%	-4%	8%	1%	-10%	-3%	-2%	-12%

Continuation.
SMILES	RECQ1 helicase	Tau ThT inhib	GoLoco inh red	TexasRed fluor	Tau FP inhib	JMJD2E inh	L3MBTL1 block	TRb-SRC2 inh
Cc1c(C(=O)c2ccc(F)cc2)c2ccccn2c1CCc1ccccn1	-2%	-18%	7%	-1%	7%	-4%	-13%	-1%
COc1ccccc1NC(=O)CN1C(=O)C(C)(C)c2ccccc21	.	-2%	.	0%	-3%	.	.	1%
O=S(=O)(O)CCN1CCOCC1	7%	-4%	-1%	-1%	3%	5%	6%	-7%
O=C(O)CCCNC(=O)/C(=C\c1ccccc1F)NC(=O)c1ccccc1	i	1%	3%	1%	0%	5%	?	9%
O=C1NN=C(c2ccccc2)CC1c1ccc(Cl)cc1Cl (stereo unspecified)	i	-4%	-4%	-3%	3%	-3%	.	0%
CCOc1ccc2c(c1)c(=O)c(C(=O)c1ccccc1)cn2Cc1ccccc1F	.	-4%	.	0%	-6%	.	.	3%
Cc1ccnc(Sc2ccc([N+](=O)[O-])cc2[N+](=O)[O-])n1	-9%	?	2%	-3%	-7%	6%	.	-3%
O=C(O)c1cc([N+](=O)[O-])ccc1NCc1ccccc1	-3%	?	9%	-4%	7%	-4%	1%[11.4 µM]	3%
O=C(COC(=O)c1cccs1)c1ccc2c(c1)OCCO2	-4%	-1%	-7%	0%	5%	4%	.	4%
Cc1ccc(S(=O)(=O)c2c(N)n(CC3CCOC3)c3nc4ccccc4nc23)cc1 (stereo unspecified)	i	?	21%	1%	-4%	?	.	?
O=C(O)c1cc2c(N3CCC(Cc4ccccc4)CC3)ncnc2s1	-2%	-13%	15%	-1%	2%	-4%	18%	-1%
COCC(=O)N1CCC(n2nnc3cc(C(F)(F)F)ccc32)CC1	i	-4%	6%	0%	3%	11%	4%	-1%
O=C1SC(Nc2ccc(Cl)cc2)C(=O)N1Cc1ccccc1 (stereo unspecified)	.	5%	.	0.0032µM*[quencher]	?	.	.	-15%
CC(C)C[C@H](NC(=O)c1nc[nH]c1C(=O)N1CCN(c2ccccc2)CC1)C(=O)OCc1ccccc1	-18%	-9%	-1%	0%	0%	9%	.	1%
O=C1CC(N2CCCN(C3CC(=O)N(c4ccc(F)cc4)C3=O)CC2)C(=O)N1c1ccc(F)cc1 (stereo unspecified)	i	-18%	-2%	-1%	5%	-1%	.	-5%
CCOc1ccccc1N(CC(=O)N1CCc2ccccc2C1)S(=O)(=O)c1ccccc1	.	-14%	.	-30%	0%	.	.	-9%
CCOC(=O)CNC(=O)c1c2c(nc3ccccc13)CCCC2	-2%	-10%	-4%	0%	1%	5%	1%	6%
O=C(O)c1coc2ccccc12	-3%	-8%	.	-1%	3%	5%	1%	8%
CCOC(=O)c1cc(-c2ccc(C)cc2)n(CCC(=O)N2CCN(c3ccccn3)CC2)c1C	-10%	7%	6%	-3%	-1%	0%	-17%	-10%
O=C(CCCC(=O)N1CCc2ccccc21)N1CCc2ccccc21	i	?	5%	-3%	1%	-1%	8%	-2%
Cc1ccc(C(=O)Nc2ccc(C(=O)O)cc2)cc1S(=O)(=O)NCc1ccccc1	-3%	-4%	-3%	2%	3%	0%	.	0%
COc1ccc(S(=O)(=O)N2CCC(Oc3cccc(C(F)(F)F)c3)CC2)cc1OC	.	0%	.	0%	-2%	.	.	-5%
S=C1NCN(Cc2cccnc2)CN1	-1%	-7%	3%	-4%	-5%	-10%	7%	7%
CCCCN(Cc1ccccc1)C(=O)c1cnc2n(c1=O)CCS2	-1%	-2%	-8%	-1%	4%	-3%	5%	3%
COc1ccc(C)cc1S(=O)(=O)N1CCN(c2cccc(C(F)(F)F)c2)CC1	-7%	-8%	8%	-2%	2%	-4%	19%	8%

Just RECQ1 helicase and TexasRed fluor, for some of the entries so far:
canonical_smiles	RECQ1 helicase	TexasRed fluor
O=C(O)c1coc2ccccc12	-3%	-1%
CCOC(=O)c1cc(-c2ccc(C)cc2)n(CCC(=O)N2CCN(c3ccccn3)CC2)c1C	-10%	-3%
O=C(CCCC(=O)N1CCc2ccccc21)N1CCc2ccccc21	i	-3%
Cc1ccc(C(=O)Nc2ccc(C(=O)O)cc2)cc1S(=O)(=O)NCc1ccccc1	-3%	2%

(further entries)
SMILES	RECQ1 helicase	Tau ThT inhib	GoLoco inh red	TexasRed fluor	Tau FP inhib	JMJD2E inh	L3MBTL1 block	TRb-SRC2 inh
O=C(c1ccccc1)c1c[nH]c(C(=O)NCc2cccnc2)c1	-8%	-1%	16%	3%	-6%	8%	5%	-1%
O=c1c2oc3ccccc3c2n(Cc2ccccc2F)c(=O)n1Cc1ccc2c(c1)OCO2	.	3%	.	0%	-1%	.	.	-3%
CC1CCCCN1Cc1c(O)ccc2c(=O)c(-c3cccc(Cl)c3)c(C(F)(F)F)oc12 (stereo unspecified)	.	-6%	.	-35%	-7%	.	.	2%
CC(C)CCn1c(N)c(S(=O)(=O)c2cccs2)c2nc3ccccc3nc21	?	-10%	2%	0%	?	?	24%	7%
COc1ccc(CNC(=O)CN(C)S(=O)(=O)c2ccccc2)cc1	i	-2%	5%	-1%	-7%	-4%	-1%	-4%
CCOC(=O)C1=C(c2ccccc2)NC(SCC(=O)NC2CCCCC2)=C(C#N)C1c1ccco1 (stereo unspecified)	-13%	-8%	6%	-1%	-11%	?	-5%	-5%
CNC(=S)Nc1ccc([N+](=O)[O-])cc1C	6%	-8%	-3%	0%	-3%	3%	11%	-4%
CNC(=O)c1c(C)[nH]c(=S)c(C#N)c1-c1ccco1	-26%	?	-12%	2%	-7%	32µM*	14%	-5%
CN1CCN(NC(=O)COc2cccc(C(F)(F)F)c2)CC1	-11%	-3%	3%	-2%	7%	10%	6%	-1%
O=C(O)COc1cccc(NC(=O)C2CCCO2)c1 (stereo unspecified)	i	-7%	8%	-5%	-4%	3%	.	-3%
Cc1cc2c(cc1S(=O)(=O)N1CCc3ccccc31)NC(=O)CO2	-3%	-5%	6%	-1%	-3%	5%	-14%	-2%

Some of the compounds tested; count on the stated rates, not on these rows.
